# TCR activator – activators of T cell receptors; primary human leukocytes, anti-CD3, IL-2 HTRF, 48 h; Potency, µM (highest dose often 9.22 µM), for the others: at the top dose activation of IL-2 secretion, hits mostly activators; 330,000 tested, under 10 active; AID 504894; note: % of control where 0% means no effect
#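 48 hr co-incubation of compounds, a-CD3 beads and primary human leukocytes; IL-2 quantified homogeneously by HTRF with anti-IL-2 K and d2 conjugates.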
# KCNH2 3.1 block – blocks the human KCNH2 3.1 channel isoform; activity change, % (tested at about 1.8 µM); 340,000 tested, 0.95% active; U2OS KCNH2 3.1, thallium flux FluxOr; stronger effect = lower value; AID 720553;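 active = maximum activity change below -70%; inconclusive = maximum activity change from -70% to -50%; inactive = maximum activity change above -50%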;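 note: thallium influx rate constant from kinetic fluorescence after stimulation buffer; % is set by controls: 0 for no effect and ±100 for the full control effect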
#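 Measured as rate of thallium-driven FluxOr signal in transduced U2OS cells carrying the 3.1 channel, read kinetically for 2 min upon stimulation; values are rate constants scaled to DMSO control wells.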
# ELG1 DNA repair – inhibitors of ELG1-dependent DNA repair in HEK293T cells; 330,000 tested, 2.3% active; AID 504467; HEK293T ELG1-luciferase reporter, luminescence, 16 h; DNA damage induced by 5-fluorouridine; Potency, µM (top dose mostly 46.1 µM), for inactives: at the highest dose activity change, negative = inhibition, actives largely listed as inhibitors; note: potency is the fitted concentration of half-maximal effect; % is set by controls: 0 for no effect and ±100 for the full control effect; nearly all actives have a fitted effect of over 55% in size
#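 Step one: seed 2,000 cells per well. Step two: pin-transfer compound or DMSO alongside 5-fluorouridine. Step three: incubate 16 hr, 37 °C, 5% CO2. Step four: add ONE-Glo, wait 30 min, read luminescence.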
# AT treatment – candidate therapy for ataxia-telangiectasia. […] A-T fibroblasts, KAP-1 phosphorylation AlphaLISA; neocarzinostatin DNA damage 30 min before lysis. Potency, µM (doses to about 57.5 µM), for the others: at the top dose activation, most hits filed as activators. 320,000 tested, 0.19% active. AID 485349; note: potency is the fitted concentration of half-maximal effect; % of control where 0% means no effect; nearly all actives have a fitted effect of over 45% in size
#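 hTERT-immortalized A-T patient fibroblasts ([…]), 500 cells/well in OPTI-MEM, 1% FBS, got compounds for 60 min, then NCS for 30 min at 37C. Lysates were then assayed for phospho-KAP-1 by AlphaLISA (anti-pKAP1 donor, anti-KAP1 acceptor beads), 6 hr at 25C.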
# TSHR antagonist – blocks TSH signaling through the human TSH receptor; P16473; TSHR-expressing cells, TSH-stimulated cAMP HTRF, 2 h; stronger effect = lower value; activity change, negative = inhibition, % at 11.5 µM; 330,000 tested, 0.2% active; AID 504810;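 active = activity change below a set negative limit, meaning inhibition stronger than a set level, cut at about -70% in these data; inconclusive = activity change between two set negative limits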; note: % is set by controls: 0 for no effect and ±100 for the full control effect
#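 Freshly harvested TSHR cells receive pin-tooled compound, then EC80 TSH at 4nM final. After 2 hours at 37 deg C, antibody in lysis buffer and cAMP-d2 are added; 30 minutes at ambient temperature precede the HTRF read.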
# Mito fusion yeast – inhibitors of mitochondrial division or activators of mitochondrial fusion. AID 485298. 320,000 tested, 0.23% active. S. cerevisiae fusion-defective mutant growth rescue, CellTiterGlo 48 h. Potency, µM (doses to about 46.1 µM), for the others: at the top dose growth rescue (activation), hits mostly activators;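 note: potency is the fitted concentration of half-maximal effect; % of control where 0% means no effect; nearly all actives have a fitted effect of over 45% in size; temperature-sensitive fusion mutants such as fzo1-1 at 37 °C on non-fermentable ethanol glycerol medium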
#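 Growth-rescue viability read-out: after 48 h at the non-permissive 37C in glycerol/ethanol YPEG, yeast mitochondrial fusion mutants are measured by CellTiterGlo luminescence; compounds (23 nl pinned per well) restoring growth score as division inhibitors or fusion activators.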
# TRPV1 agonist – activates the human vanilloid receptor TRPV1 | Q8NER1 | TRPV1-expressing cells, Fluo-8 calcium influx, agonist mode | activation, % at 8.33 µM | 320,000 tested, 0.19% active | AID 540275; in the data active = activation above about 80%; inconclusive = between about 30% and that limit; note: 0% is about no effect
#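 Cells expressing TRPV1 were dye-loaded with Fluo-8 and read kinetically: 10 s baseline, 3 min after compound (agonist portion), then 2 min after EC20 capsaicin (allosteric enhancer portion). Calcium-bound dye fluorescence at 480/520 nm.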
# USP2a block – inhibitors of human ubiquitin-specific protease USP2a; 330,000 tested, 0.01% active; USP2 core, Ub-CHOP2 coupled fluorogenic reporter, 485/531; O75604; Potency, µM (series often up to 38.3 µM), without a hit: top-dose activity change, negative = inhibition, usual class: inhibitors; AID 463254;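 note: potency is the fitted concentration of half-maximal effect; plate controls were DMSO wells for no effect and full inhibition by NEM control for full effect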
#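 Cell-free coupled assay: 10nM USP2 core preincubated 30min RT with compound in Tris-HCl pH 8.0/CaCl2/CHAPS buffer, then 25nM Ub-CHOP2 and 25nM reporter substrate; fluorescence (Ex 485/Em 531) read after 60min RT, normalized to NEM inhibition, concentration-response curves fitted.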
# Eya2 inh – inhibitors of human Eya2 phosphatase activity; O00167; recombinant Eya2, OMFP fluorescence dephosphorylation (OMFP is methylfluorescein phosphate); Potency, µM (highest dose often 76.9 µM), for inactives: top-dose activity, negative = inhibition, actives largely listed as inhibitors; 330,000 tested, 0.006% active; AID 488837; note: potency is the fitted concentration of half-maximal effect; % is set by controls: 0 for no effect and ±100 for the full control effect
# Target sequence (O00167 whole entry, looked up): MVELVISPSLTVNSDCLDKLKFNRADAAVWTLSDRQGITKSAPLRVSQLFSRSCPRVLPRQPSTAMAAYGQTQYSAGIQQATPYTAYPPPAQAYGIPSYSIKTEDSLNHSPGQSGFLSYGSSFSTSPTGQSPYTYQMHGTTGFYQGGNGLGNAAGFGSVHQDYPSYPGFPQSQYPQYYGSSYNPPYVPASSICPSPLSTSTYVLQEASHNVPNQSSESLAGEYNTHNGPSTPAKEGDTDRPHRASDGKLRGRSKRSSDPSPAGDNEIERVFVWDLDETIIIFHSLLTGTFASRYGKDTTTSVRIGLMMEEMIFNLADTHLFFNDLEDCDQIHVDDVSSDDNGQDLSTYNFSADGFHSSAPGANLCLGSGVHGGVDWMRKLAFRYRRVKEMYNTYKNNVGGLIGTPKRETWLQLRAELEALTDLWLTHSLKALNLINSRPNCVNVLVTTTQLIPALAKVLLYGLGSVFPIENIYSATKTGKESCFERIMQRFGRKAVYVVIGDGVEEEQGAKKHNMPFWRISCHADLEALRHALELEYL
#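 Eya2 protein (added as 0.2 uM solution) was preincubated with compound for 10 min at ambient temperature in 50 mM HEPES pH 7.5, 50 mM NaCl, 5 uM MgCl2, 0.05% BSA, 1 mM DTT. OMFP (added at 50 uM) then reacted 10 min; fluorescence read at 485/525 nm.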
# KCNH2 WT inh – inhibitors of human wildtype KCNH2 potassium channel; Q12809; U2OS, BacMam KCNH2, thallium flux FluxOr; stronger effect = lower value; activity change, % at 1.84 µM; 340,000 tested, 0.37% active;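 active = maximum activity change below -70%; inconclusive = maximum activity change between -70% and -50%; inactive = maximum activity change above -50%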; note: % is set by controls: 0 for no effect and ±100 for the full control effect
#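 U2OS cells transduced with wild-type KCNH2 virus are loaded with FluxOr dye for 45 min, and thallium flux is measured in kinetic reads before and after stimulation buffer. Rate constants are normalized to DMSO controls.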
# An asterisk follows results filed as active; ? = inconclusive; nt = no result given; [ ] = dose if it differs, or a comment. Unless noted, calls come from the whole dose curve; as a rule, active = well fitted curve in the direction sought with a large enough effect; inconclusive = small, poorly fitted or top-dose-only effect, or another doubt; inactive = no such curve, though single readings can be large; an effect the other way counts as inactive or inconclusive.
SMILES,TCR activator,KCNH2 3.1 block,ELG1 DNA repair,AT treatment,TSHR antagonist,Mito fusion yeast,TRPV1 agonist,USP2a block,Eya2 inh,KCNH2 WT inh
O=C(C[C@@H]1C/C=C/CC[C@@H](Cc2ccc(F)cc2)C(=O)OC[C@H](Cc2ccccc2)NC1=O)N[C@H](CO)Cc1ccccc1,-80%,-1,?,-4%,-18,nt,nt,-1%,-24%,-1
CCn1c(N)nc2c1c(=O)n(C)c(=O)n2C,0%,7,-2%,-2%,9,-1%,6,1%,7%,-9
O=C(c1cnccn1)N(Cc1cccs1)C1(C(=O)NC2CCCCC2)CCCCC1,0%[46.1 µM],-3,-9%,6%,-5,2%,11,4%,-2%,5
Cc1nn(C)cc1C(C(=O)NC1CCCCC1)N(C(=O)Cc1cccs1)c1ccc(Cl)cc1 (stereo not drawn),5%[46.1 µM],-8,-28%,-4%,-16,-4%,27,4%,-1%,4
COc1ccccc1OCC(=O)Nc1nnc(-c2ccco2)s1,14%,-1,?,-15%,12,?,1,-10%,5%,-6
COc1cc2c(cc1OC)C(c1cc(Br)c(OC)c(OC)c1)CC(=O)N2 (stereo not drawn),8%,46,11%,8%,-4,5%,5,-2%,-5%,-4
Cc1cc([N+](=O)[O-])nn1CC(=O)Nc1ccc(Cl)cn1,-14%,-16,?,0%,3,3%,3,-5%,-28%,1
CCC(C)NC(=O)C1CCN(S(=O)(=O)N2CCCC2)CC1 (stereo not drawn),7%,-4,6%,3%,-10,1%,-3,-1%,3%,-1
COc1cc(NC(C)CCc2ccccc2)cc(OC)c1OC (stereo not drawn),nt,-3,-21%,-3%,-11,-1%,4,0%,-4%,15
Cc1ccccc1Nc1nc(N)nc(COC(=O)CCNS(=O)(=O)c2ccccc2)n1,0%,11,21%,2%,13,0%,-1,3%,3%,0
COc1ccc(C(CC(=O)O)NS(=O)(=O)c2ccc(C)cc2)cc1OC (stereo not drawn),2%,-7,6%,9%,-9,4%,-2,-1%,-13%,-18
CCCCn1c(N)c(N(CC(C)C)C(=O)c2cccs2)c(=O)[nH]c1=O,-2%,-1,0%,1%,13,-2%,0,1%,26%,7
CC(=O)NC(c1cc(F)c2cccnc2c1O)C(C)C (stereo not drawn),nt,nt,nt,-5%,3,-6%,nt,-1%,-1%,nt
CC(CNC(=O)c1cccc(Br)c1)n1cncn1 (stereo not drawn),0%,-11,0%,-2%,5,-1%,-4,0%,11%,-4
O=C(CN1CCN(C/C=C/c2ccccc2)CC1)NCc1ccccc1,2%,-91*,-2%,-1%,3,0%,4,2%,-10%,nt
COc1cccc(-n2c(SCC(=O)N3CCCCC3)nc3c([nH]c4ccccc43)c2=O)c1,0%,-2,6%,-3%,5,0%,0,5%,-9%,-1
CCOc1ccccc1NC(=O)Cn1c(=O)n(-c2ccc(OC)cc2OC)c(=O)c2c(C)c(C(=O)N(CC)CC)sc21,-3%,8,-5%,2%,-3,7%,-2,-8%,8%,-11
Cc1ccc(OCC(=O)N/N=C/C=C/c2ccco2)c(Br)c1,1%,-13,0%,0%,10,0%,3,4%,-3%,6
CC1=NN(c2ccccc2)C(=O)C1C(=O)c1ccc(Cl)cc1 (stereo not drawn),-10%,-4,-14%,-6%,14,-5%,nt,2%,4%,-1
CCOC(=O)N1CCN(CC(=O)c2ccc(O)cc2O)CC1,8%,-2,?,17%,8,14%,3,-1%,-2%,-12

# Continued, starting with the last 4 of the part before.
SMILES,TCR activator,KCNH2 3.1 block,ELG1 DNA repair,AT treatment,TSHR antagonist,Mito fusion yeast,TRPV1 agonist,USP2a block,Eya2 inh,KCNH2 WT inh
CCOc1ccccc1NC(=O)Cn1c(=O)n(-c2ccc(OC)cc2OC)c(=O)c2c(C)c(C(=O)N(CC)CC)sc21,-3%,8,-5%,2%,-3,7%,-2,-8%,8%,-11
Cc1ccc(OCC(=O)N/N=C/C=C/c2ccco2)c(Br)c1,1%,-13,0%,0%,10,0%,3,4%,-3%,6
CC1=NN(c2ccccc2)C(=O)C1C(=O)c1ccc(Cl)cc1 (stereo not drawn),-10%,-4,-14%,-6%,14,-5%,nt,2%,4%,-1
CCOC(=O)N1CCN(CC(=O)c2ccc(O)cc2O)CC1,8%,-2,?,17%,8,14%,3,-1%,-2%,-12
CN(C)c1ccc(/C=C(\NC(=O)c2ccccc2)C(=O)NCCCn2ccnc2)cc1,11%,-7,10%,-3%,-11,-3%,0,1%,2%,11
c1ccc(-c2ccc(CN3C[C@@H]4C(c5ccccc5)C5(c6ccccc6)CC4(C5)[C@H]3c3ccccc3)cc2)cc1 (stereo partly drawn),-4%,18,5%,?,22,-4%,6,-2%,1%,0
Cc1ccc(/C=C/C(=O)NC(=S)N2CCN(c3ccc(F)cc3)CC2)cc1,-4%,10,-2%,0%,1,0%,4,0%,5%,4
COc1ccc2c(c1)c(C(=O)CNc1nc(C)cs1)c(C)n2C,-3%,2,?,nt,-4,0%,1,-6%,16%,-3
Cc1c(C(=O)N(Cc2ccccc2)Cc2cccs2)cnn1-c1ccc(Cl)cc1,-3%,-15,?,3%,-33,-20%,7,2%,-8%,-3
CC1=C(C(N)=O)C(c2ccc(F)cc2)n2nc(CCCO)nc2N1 (stereo not drawn),2%,6,-12%,0%,10,15%,-4,0%,-1%,-8
Cc1nonc1CN(C)C(=O)c1ccc(OC2CCN(Cc3ccccn3)CC2)cc1,2%,-5,0%,0%,-30,-16%,1,-1%,-13%,6
O=C1NCCCC1C(=O)N/N=C/c1cccc(O)c1 (stereo not drawn),0%[46.1 µM],0,15%,0%,-3,-3%,-2,1%,3%,-1
COc1ccc(N(C)S(=O)(=O)c2cccc(C(=O)N3CCN(c4ccccc4)CC3)c2)cc1,-8%,-17,?,4%,-13,23%,7,1%,-19%,-5
O=C(c1cc(COc2ccc(F)cc2Cl)on1)N1C[C@H]2CC[C@H]1C2,3%,nt,?,21%,-8,-3%,17,1%,-4%,3
Cc1ccc(S(=O)(=O)ON2C(=O)c3cccc4cccc(c34)C2=O)cc1,4%[46.1 µM],-8,11%,0%,3,-8%,-1,5%,3%,nt
COc1ccc(N2CN=C3SCC(=O)N3C2)cc1,-2%[46.1 µM],0,?,nt,2,-2%,-2,3%,-1%,-6
O=C(O)Cn1cc2c(n1)CCCCC2,0%,9,4%,-3%,0,-1%,-1,0%,3%,3
OCC1OC(n2nc3ccccc3n2)C(O)C(O)C1O (stereo not drawn),0%,1,0%,2%,-10,-12%,-3,0%,4%,-4
Cc1ccc(NC(=S)N(CCN(C)C)C(C)c2ccco2)c(C)c1 (stereo not drawn),14%,-7,-3%,36%,1,-7%,1,-2%,2%,-12
O=C(CN1CCN(Cc2ccccc2)CC1)Nc1cccc(Cl)c1,nt,7,1%,-17%,7,-6%,10,1%,-3%,22
Cc1cc(C)n2nc(SCc3cc(=O)oc4ccc5ccccc5c34)nc2n1,2%,-5,5%,-7%,-7,1%,-1,4%,3%,-14
Cc1c(Cl)cccc1NC(=O)c1cc(-c2ccccc2O)n[nH]1,0%,-103*,?,-1%,-11,23%,0,-1%,-22%,-22
Cc1cc(C)cc(-n2ncc3c2CCCC3NC(=O)CCN2Cc3ccccc3C2=O)c1 (stereo not drawn),0%,nt,?,2%,-1,-1%,-1,-6%,-12%,4
Cc1nc(-c2ccc(C(=O)N3CCOCC3)cc2)cs1,-5%,-3,?,10%,-6,-5%,1,1%,28%,-8

# One compound at a time, as listed above.
# Shown for `CCOC(=O)N1CCN(CC(=O)c2ccc(O)cc2O)CC1` = TCR activator = 8%; KCNH2 3.1 block = -2; ELG1 DNA repair = ?; AT treatment = 17%; TSHR antagonist = 8; Mito fusion yeast = 14%; TRPV1 agonist = 3; USP2a block = -1%; Eya2 inh = -2%; KCNH2 WT inh = -12
# Shown for `CCCCn1c(N)c(N(CC(C)C)C(=O)c2cccs2)c(=O)[nH]c1=O` = TCR activator = -2%; KCNH2 3.1 block = -1; ELG1 DNA repair = 0%; AT treatment = 1%; TSHR antagonist = 13; Mito fusion yeast = -2%; TRPV1 agonist = 0; USP2a block = 1%; Eya2 inh = 26%; KCNH2 WT inh = 7

# High-throughput results from PubChem BioAssay.

# This is a subset; count on the stated rates, not on these rows.
